# Screening results: PubChem, several laboratories
# TAAR1 agonist: human TAAR1 agonism. CHO RD-HGA16 TAAR1, Fluo-8 calcium fluorescence; vehicle wells 0%, saturating PEA agonist 100%. activation, % at 3 µM. 360,000 compounds, 0.99% hits. AID 624467;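 active = activation above the mean activation of all test compounds in the run plus 3 SD, cut at about 38% in these data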
# Target sequence (Q96RJ0 whole entry, looked up): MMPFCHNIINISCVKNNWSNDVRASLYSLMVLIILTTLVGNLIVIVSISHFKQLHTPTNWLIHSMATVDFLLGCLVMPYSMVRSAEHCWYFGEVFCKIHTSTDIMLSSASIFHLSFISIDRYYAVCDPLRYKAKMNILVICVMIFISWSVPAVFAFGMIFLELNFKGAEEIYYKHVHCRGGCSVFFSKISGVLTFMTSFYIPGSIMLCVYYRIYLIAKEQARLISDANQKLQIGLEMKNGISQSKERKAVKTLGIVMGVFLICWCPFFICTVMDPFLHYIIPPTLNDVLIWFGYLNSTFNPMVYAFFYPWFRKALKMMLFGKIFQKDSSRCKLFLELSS
#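 Signal – calcium-sensitive Fluo-8 signal, excitation 470-495, emission 515-575 nm · System – RD-HGA16 (CHO) cells co-expressing Gα16 and hTAAR1 · Incubation – 17-24 h seeding, 75 min 37 °C dye, 30 min RT · Compound dosing – 3 µM single concentration · Repeats – no replicates (n 1)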
# CHRM4 PAM: positive allosteric modulators of human muscarinic M4 receptor | P08173 | CHO-K1 hM4/Gqi5, Fluo-8 calcium fluorescence, ACh EC20; 0% = ACh EC20, 100% = maximal ACh | activation, % at 3 µM | 360,000 compounds, 0.4% hits | AID 624126;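 active = activation above its plate's cutoff, the mean activation of sample wells plus 3 SD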; note: some results filed as inactive read as strong as hits
# M1 PAM parental: counter-screen for M1 PAMs: effect in parental CHO-K1 cells; activation, % at 3 µM; 360,000 compounds, 0.02% hits; AID 602247; ATP EC20, Fluo-8 calcium fluorescence; 0% at ATP EC20, 100% at ATP max;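 active = activation above the run cutoff, the mean activation of all test compounds plus 3 SD, cut at about 40% in these data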;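 note: peak over basal fluorescence ratio in a 140 s read after ATP addition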
# M5 ag: agonists of human muscarinic M5 receptor (CHRM5) | P08912 | CHO-K1 hM5 cells, Fluo-8 calcium fluorescence; 0% DMSO wells, 100% maximal acetylcholine response | activation, % at 3 µM | 360,000 compounds, 0.19% hits | AID 624037;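 active = activation above the run's mean over test compounds plus 3 SD, cut at about 23% in these data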;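 note: signal is peak over basal fluorescence ratio across the kinetic read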
# Target sequence (P08912 whole entry, looked up): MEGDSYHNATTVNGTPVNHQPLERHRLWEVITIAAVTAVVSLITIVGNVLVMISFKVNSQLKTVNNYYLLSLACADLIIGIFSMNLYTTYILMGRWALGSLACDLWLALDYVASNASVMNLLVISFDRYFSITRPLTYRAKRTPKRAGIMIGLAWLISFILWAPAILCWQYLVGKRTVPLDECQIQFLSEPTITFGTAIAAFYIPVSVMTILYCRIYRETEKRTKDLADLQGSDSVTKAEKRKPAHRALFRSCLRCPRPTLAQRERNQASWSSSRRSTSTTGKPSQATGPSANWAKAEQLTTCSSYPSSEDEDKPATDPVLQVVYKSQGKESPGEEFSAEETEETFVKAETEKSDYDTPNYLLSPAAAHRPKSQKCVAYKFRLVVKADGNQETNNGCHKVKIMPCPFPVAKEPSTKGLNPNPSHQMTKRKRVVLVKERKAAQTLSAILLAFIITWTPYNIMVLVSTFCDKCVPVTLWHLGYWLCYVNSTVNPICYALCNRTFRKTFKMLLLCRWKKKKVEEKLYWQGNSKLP
# CRFR2-BP ag: agonists of human CRF-binding protein/CRF-R2 receptor complex | HEK293 CRF-R2/CRF-BP, calcium dye fluorescence (FLIPR); percent of saturating CRF peptide response | 350,000 compounds, 0.46% hits | AID 588473 | activation, % at 13.2 µM;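 active = activation of at least 50%, plus an integration ratio under a set limit after plate pattern correction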;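 note: plate controls were neutral control wells without compound for no effect and CRF at EC100 for full effect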
# TAAR1 antagonist: human TAAR1 antagonism. AID 624466. 360,000 compounds, 1.5% hits. Q96RJ0. CHO RD-HGA16 TAAR1, Fluo-8 calcium fluorescence, antagonist. inhibition, % at 3 µM;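 active = inhibition above a per-plate cutoff, the mean inhibition of test compounds on that plate plus 3 SD, cut at about 49% in these data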;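 note: 0% = DMSO plus EC80 beta-PEA response and 100% = DMSO alone without agonist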
#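 Material: CHO RD-HGA16 cells bearing hTAAR1; compound dosing: one-point dosing, 3 µM nominal final; schedule: dye loading 75 min at 37 °C, then 30 min room temperature; measured by: calcium fluorescence with Fluo-8; control set: vehicle and agonist controls; replication: n of 1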
# M5 antag: CHRM5 antagonism in calcium assay | inhibition, % at 3 µM | P08912 | 360,000 compounds, 0.59% hits | CHO-hM5 cells, Fluo-8 calcium fluorescence, ACh EC80;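 active = inhibition above a per-plate cutoff, the mean of that plate's test compounds plus 3 SD, cut at about 27% in these data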;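 note: 0% = acetylcholine EC80 with DMSO and 100% = DMSO without agonist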
# CRFR2-BP antag: blocks CRF-induced signaling of the CRF-BP/CRF-R2 complex | HEK293 CRF-R2/CRF-BP, CRF-induced calcium fluorescence | inhibition, % at 11.8 µM | 350,000 compounds, 0.59% hits | AID 588475;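 active = inhibition of the ligand-induced calcium signal above about 50% at the single tested concentration, limit read from the data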
# M5 PAM: CHRM5 positive allosteric modulation; P08912; CHO-K1 hM5, Fluo-8 calcium, ACh EC20 PAM; 0% = ACh EC20, 100% = ACh EC100; activation, % at 3 µM; 360,000 compounds, 0.3% hits;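 active = activation above the run cutoff, the mean activation of all test compounds plus 3 SD, cut at about 18% in these data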
#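 System: CHO-K1 cell line with stable human muscarinic M5 receptor expression | Also added: EC20 acetylcholine as agonist stimulus | Compound: One concentration, 3 µM final (nominal) | Timing: Fluo-8 loading 80 min at 37 °C plus 30 min room temperature | Measured by: Fluo-8 calcium dye fluorescence, kinetic read | Read-out basis: % activation, ACh-normalized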
# * hit, by the source's call; . = no result given.
SMILES,TAAR1 agonist,CHRM4 PAM,M1 PAM parental,M5 ag,CRFR2-BP ag,TAAR1 antagonist,M5 antag,CRFR2-BP antag,M5 PAM
COC(=O)c1ccc(N2CCN(S(=O)(=O)c3ccc4ccccc4c3)CC2)c([N+](=O)[O-])c1,10,-10,2,6,-3.3,10,16,-5,-10
COc1ccc(CNCC(O)COCc2cccs2)cc1 (stereo not given),8,5,13,-1,0.2,-5,4,-12,-1
Cc1nn(C(C)C)c(C)c1CN1CCC(C(=O)Nc2cccc(-c3cccc(F)c3)c2)CC1,16,-3,11,-4,-0.9,-7,-5,-1,5
CCCCN(C(=O)c1ccc(N(C)S(=O)(=O)c2ccc(C)cc2)cc1)c1c(N)n(CCC)c(=O)[nH]c1=O,2,0,0,-3,0.9,-26,13,11,-4
COc1cc2c(cc1OC)C(c1cccc(Cl)c1Cl)CC(=O)N2 (stereo not given),6,-7,11,-20,1.9,15,3,6,-4
CCOC(=O)C1=CCN(S(=O)(=O)c2ccccc2F)C1c1ccccc1 (stereo not given),-1,-6,14,-3,.,-15,3,.,-2
N#Cc1ccc(CSc2nnc(-c3ccccc3)n2Cc2ccco2)cc1,1,-4,3,-2,-0.5,20,2,9,-6
CC(=O)Oc1ccc2ccc3ccc(C(C)=O)cc3c2c1,4,0,-11,0,-2.9,-27,14,20,1
CN(CCCNC(=O)CSc1cc(=O)n(C)c2cc(Cl)ccc12)Cc1ccccc1,0,-4,4,-8,0.7,-3,0,-2,-3
Cc1ccc(CNc2ccc(N3CCN(C)CC3=O)cc2)cc1,9,9,-6,1,-0.7,11,3,5,-4

# Reprinted at random: two compounds from above, in no set order.
SMILES,TAAR1 agonist,CHRM4 PAM,M1 PAM parental,M5 ag,CRFR2-BP ag,TAAR1 antagonist,M5 antag,CRFR2-BP antag,M5 PAM
CCCCN(C(=O)c1ccc(N(C)S(=O)(=O)c2ccc(C)cc2)cc1)c1c(N)n(CCC)c(=O)[nH]c1=O,2,0,0,-3,0.9,-26,13,11,-4
CCOC(=O)C1=CCN(S(=O)(=O)c2ccccc2F)C1c1ccccc1 (stereo not given),-1,-6,14,-3,.,-15,3,.,-2

# Later entries.
SMILES,TAAR1 agonist,CHRM4 PAM,M1 PAM parental,M5 ag,CRFR2-BP ag,TAAR1 antagonist,M5 antag,CRFR2-BP antag,M5 PAM
O=C(COC(=O)c1cc2c(s1)CCCC2)Nc1ccc(Cl)cn1,1,5,19,-3,0.0,-3,-1,14,-3
CCCC(=O)Nc1ccc2c(c1)nc(CCN1CCCCC1)n2C,0,-11,-1,-4,-0.1,-4,18,-10,-5
O=C(NC1CCCC1)C(c1ccncc1)N(Cc1ccccc1F)C(=O)c1csnn1 (stereo not given),4,-7,9,-2,0.4,10,5,-2,4
O=C(/C=C1\SC(=O)NC1=O)Nc1ccc(C(=O)O)cc1,0,18,-10,-1,-1.2,-5,6,8,1
CC1CCN(C(=O)C2CCC(CNS(=O)(=O)c3ccc4c(c3)C(C)(C)C(=O)N4C)CC2)CC1 (stereo not given),-2,4,19,1,.,-5,-1,.,2
O=C(Nc1cc(F)c(Br)cc1F)c1ccc(Cl)cc1,91*,-36,0,1,44,70*,24,-5,-33
COc1ccc(N(CC(=O)NCc2ccc(F)cc2)C(=O)c2snc(C(N)=O)c2N)cc1,10,1,19,8,0.0,5,7,-2,-5
CCC(C(=O)Nc1c(C)cccc1C)n1c(-c2ccc(-c3ccccc3)cc2)nc2ccccc21 (stereo not given),0,-3,.,1,.,-45,-3,.,7
CCOC(=O)N1CCC(NC(=O)c2cc(-c3ccc(OC)cc3)nc3ccccc23)CC1,8,1,2,-2,1.2,23,-7,-11,0
Cc1cc2nc(-c3ccccc3)c(Cc3ccccc3)n2c(C)c1Br,5,2,2,2,.,-8,4,.,-5
CSc1ccc(COC(=O)c2cc([N+](=O)[O-])ccc2N2CCOCC2)cc1,4,-2,5,-3,2.0,31,1,-12,0
CN(C)CCNC(=O)c1cccc(-c2cnc3c(NC=O)cc(-c4cccs4)cn23)c1,1,-6,-4,-1,.,3,3,.,0
CCCn1c(C(C)NC(=O)c2ccccc2)nc2ccccc21 (stereo not given),-3,4,-8,1,-0.2,5,-9,-18,-1
COc1cc(NS(=O)(=O)c2ccc3c(c2)NC(=O)CO3)cc(OC)c1,2,-4,-10,-3,-0.8,-7,15,-12,0
COc1cccc(CNC(=O)C2CCC(CNS(=O)(=O)c3cccc4cccnc34)CC2)c1 (stereo not given),6,-4,-10,-3,-0.4,-12,2,-4,-4
Cc1ccc(S(=O)(=O)N2CCN(Cc3cccnc3)CC2)cc1,2,1,13,-3,-2.4,4,-7,1,-3
Cc1c(NC(=O)/C=C/c2cccs2)c(=O)n(-c2ccccc2)n1C,8,7,10,-4,-1.3,9,0,5,5
O=C(O)c1cccnc1,-1,-7,1,2,0.1,5,0,-1,-2
CCOC(=O)c1nc(NNC(=O)c2ccc([N+](=O)[O-])cc2)sc1C,6,-3,-10,6,4.3,19,3,-1,-3
CSCCC(NS(=O)(=O)c1ccc2[nH]c(=O)c(=O)[nH]c2c1)C(=O)O (stereo not given),2,-4,0,0,0.4,-33,7,8,2
COC(=O)c1ccc(COC(=O)CSCC(=O)Nc2ccc(C)cc2C)cc1,3,4,-11,-1,-4.2,-2,-3,4,0
O=C(CN1CCSC1=O)N1CCN(S(=O)(=O)c2ccccc2)CC1,-2,3,12,4,-0.9,-2,6,-1,-2
CC(C)OC(=O)C1CC(C)(O)C(=O)C(C(=O)OC(C)C)C1c1ccc([N+](=O)[O-])cc1 (stereo not given),1,-3,16,-5,-0.4,18,0,24,10
O=C(O)c1ccc(CSc2nnc(-c3ccccc3Br)o2)cc1,9,3,20,0,-1.6,16,9,2,4
COC(=O)c1ccccc1NC(=O)c1nc2nc(C)cc(C(F)F)n2n1,2,3,16,-1,-0.6,-3,2,6,0
NC(=O)CC[C@@H]1NC(=O)[C@@H]2CCCN2C(=O)c2cc([N+](=O)[O-])cc(F)c2NCCC[C@@H](C(N)=O)NC1=O,11,-4,9,2,-1.3,-19,6,2,0
CCCCOc1ccc(C2/C(=C(/O)c3ccc4c(c3)CC(C)O4)C(=O)C(=O)N2CCCN2CCOCC2)cc1OC (stereo not given),1,-3,-22,-4,-0.9,-3,8,38,-12
CCCCn1c(N)c(N(Cc2ccccc2OC)C(=O)CCSC)c(=O)[nH]c1=O,2,0,17,-3,-0.6,-23,4,5,-5
Cc1ccc(CCNc2ccccc2C)cn1,8,0,10,-4,0.0,3,1,-1,1
O=C(NCc1ccccc1)c1c(F)c(F)c(F)c(F)c1F,-1,1,8,-15,-0.9,-16,0,38,-3
CCC(C(=O)OCC(=O)Nc1c(Cl)cc(Cl)cc1Cl)c1ccccc1 (stereo not given),9,6,-2,-7,-0.5,15,-4,4,1
Cc1ccc(NC(=O)c2nc(S(=O)(=O)Cc3ccccc3)ncc2Cl)cc1,-3,-8,-27,-5,1.4,28,12,44,-4
Cc1ccc[n+](CC(=O)N2CCCCC2)c1C,0,-6,21,-9,5.3,-1,1,1,2
CCOc1ccccc1N(CC(=O)Nc1ccccc1C(=O)N1CCOCC1)S(C)(=O)=O,2,9,-3,-6,8.8,-24,-2,-5,4
CCC(=O)NCCCCCCNC(=O)CC,-1,2,15,1,0.1,-14,1,17,2
CCCCC(=O)Nc1ncc(S(=O)(=O)c2ccc([N+](=O)[O-])cc2)s1,55*,6,16,5,3.7,0,11,-29,-6
CCn1c(SCCC(=O)O)nnc1-c1cccnc1,4,1,-5,1,1.7,0,-2,-5,0
O=c1c2cc(Br)ccc2nc(-c2cccc(Cl)c2)n1O,52*,0,-11,-3,67*,15,3,10,-3
O=C(N/N=C/c1coc2ccccc2c1=O)c1cc2ccccc2o1,2,17,16,-2,0.0,-1,-1,-12,1
O=C(NNC(=O)c1ccc(F)c(S(=O)(=O)N2CCOCC2)c1)c1ccc(Br)cc1,1,2,7,3,-1.0,-11,7,3,-4
CCCCC(=O)NC(=S)NNC(=O)CCc1ccccc1,64*,3,9,2,71*,19,9,14,3
CN(C(=O)c1c(Cl)cnn1C)C12CC3CC(CC(C3)C1)C2,2,16,6,-1,-0.3,-2,-5,-21,2
CN1CCN(C(=O)c2ccc(CN(c3ccccc3)S(=O)(=O)c3ccccc3)cc2)CC1,15,-8,10,-12,0.6,3,5,-8,0
NS(=O)(=O)c1ccc(NC(=O)/C=C/c2cn(-c3ccccc3)nc2-c2cccc(Cl)c2)cc1,2,-4,-5,-1,2.8,-22,4,4,7
Cc1cc(NC(NC(=O)c2ccco2)(C(F)(F)F)C(F)(F)F)no1,-1,19,-4,1,1.1,22,2,3,0
Oc1oc(-c2ccccc2Br)nc1C=Nc1ccc(Br)cn1,5,5,31,-3,0.6,3,9,-24,-4
CCOc1cccc(OCCOc2ccc(C(=O)c3ccccc3)cc2)c1,9,6,19,-1,1.5,8,7,-5,-6
CCC(C(=O)Nc1ccccc1C(=O)N1CCOCC1)N1C(=O)c2ccccc2C1=O (stereo not given),14,6,8,1,3.0,-3,7,7,-10
COc1ccc(C(C(=O)NC2CCCC2)n2c(-c3cccs3)nc3ccccc32)cc1 (stereo not given),1,-1,.,-2,.,-25,-9,.,4
COc1cc(C(=O)NC2CCN(CC(=O)NC3CCCCC3)CC2)cc(OC)c1OC,1,2,-4,-1,-2.0,-20,4,4,1
# Carrying on:
SMILES,TAAR1 agonist,CHRM4 PAM,M1 PAM parental,M5 ag,CRFR2-BP ag,TAAR1 antagonist,M5 antag,CRFR2-BP antag,M5 PAM
O=C(Nc1ccccc1N1CCCC1)C1=COCCO1,-1,-5,8,-2,0.4,2,-7,-1,0
CC(=O)Nc1ccc(/C=C2\CCc3ccccc3C2=O)cc1,6,-14,-5,3,-0.5,11,19,2,-9
O=C(/C=C/c1ccccc1)NCCC1=CCCCC1,4,-6,18,-6,-0.1,-13,2,-22,1
CCCCC(=O)Nc1ccc(NC(=O)c2ccccc2[N+](=O)[O-])cc1OC,2,-8,-14,-1,1.0,2,-3,1,3
Cc1ccc(C)c(Cn2nnc3c(=O)[nH]c(C4CCCN(C(=O)CC(C)C)C4)nc32)c1 (stereo not given),.,-5,18,-4,-1.0,.,-2,8,-3
O=C(Cc1ccccc1)c1ccccn1,0,5,21,8,26,-7,1,4,-1
O=C(NNC(=O)c1ccncc1)Nc1ccccc1,1,-4,16,-2,-0.1,5,16,8,-4
COC(=O)c1sc(NC(=O)c2ccco2)c(C#N)c1C,3,-17,-4,1,1.0,-6,-3,-3,6

# An excerpt from above in order of molecular weight, high to low:
SMILES,TAAR1 agonist,CHRM4 PAM,M1 PAM parental,M5 ag,CRFR2-BP ag,TAAR1 antagonist,M5 antag,CRFR2-BP antag,M5 PAM
COC(=O)c1sc(NC(=O)c2ccco2)c(C#N)c1C,3,-17,-4,1,1.0,-6,-3,-3,6
O=C(Nc1ccccc1N1CCCC1)C1=COCCO1,-1,-5,8,-2,0.4,2,-7,-1,0
O=C(/C=C/c1ccccc1)NCCC1=CCCCC1,4,-6,18,-6,-0.1,-13,2,-22,1
